# BL2 CD40 inh: CD40 pathway inhibition in BL2 cells; BL2 NF-kB luciferase reporter, CD40L-induced, 4 h; inhibition, % at 10 µM; hit rate 0.94% among 83,000;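 active = mean inhibition of at least 50% with a set share of replicates also reaching that level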;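 also: 0% = neutral control wells and 100% = IKK inhibitor VII at 50 µM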
# * hit, by the source's call; [ ] = remark or other dose. A portion of the library; rates above refer to the full screens.
SMILES,BL2 CD40 inh
C[C@@H](O)C#Cc1ccc([C@@H]2[C@H](CO)N3CCCCN(CC4CC4)C[C@@H]23)cc1,0[25 µM]
COc1ccccc1OCC(=O)NCc1cccs1,-12
CCOC(=O)C1=C(COC(=O)[C@@H](NC(=O)c2cccc(C)c2)C(C)C)NC(=O)NC1C (stereo partly specified),-1
CCCNC(=O)N1[C@H](CO)[C@H](c2ccccc2-c2cccc(OC)c2)[C@@H]1C#N,36[25 µM]
O=C(CN1CCOCC1)NC[C@H]1N[C@H](CO)[C@@H]1c1ccc(-c2ccccc2)cc1,2[25 µM]
Cn1cccc1C(=O)OCC(=O)NC1CCS(=O)(=O)C1 (stereo unspecified),12
COc1ccc(C(=O)Nc2ncc3c(n2)-c2ccccc2CC3)cc1,12
CCC(=O)N1C[C@@H]2[C@H](c3ccccc31)[C@H](CO)N2CC1CCCC1,8[25 µM]
CCN1CCN(c2ncnc3c2sc2nc(N4CCOCC4)c4c(c23)CCC4)CC1,4
O=c1[nH][nH]c2ccccc2c1=O,-1
COc1ccc(CNC(=O)c2ccc3c(=O)n(-c4ccccc4)c(=O)[nH]c3c2)cc1,8
CC(C)[C@@H]1C(=O)N[C@@H](c2ccc(F)cc2)CC=CC[C@H](C)Oc2ccccc2C(=O)N1C (mixture of isomers),4[25 µM]
CC(=O)Oc1cc2c(C(=O)NCc3ccncc3)c(C)oc2c2ccccc12,-10
COc1ccc(S(=O)(=O)NCCC(=O)NC(C)c2ccccc2)cc1 (stereo unspecified),2
CCC(=O)N1C(Cc2ccccc2)COC1(C)C (stereo unspecified),9
CCCC(=O)Nc1ccc(OCC(=O)OC)cc1,8
CCOc1ccc(/C=C(\C(=O)O)c2ccc(S(=O)(=O)N3CCCCC3)s2)cc1OC,-3
CCN1C2OC3OC4C(OC3OC2N(CC)S1(=O)=O)N(CC)S(=O)(=O)N4CC (stereo unspecified),3
O=C(O)COCC(=O)Nc1cc(C(F)(F)F)cc(C(F)(F)F)c1,0
Cc1ccc(C)c(Oc2ccc(S(=O)(=O)N3CCN(C)CC3)cn2)c1,-10
COc1ccccc1CNC(=O)c1nnc(Cc2ccc(Cl)cc2)o1,-6
CCOC(=O)N1CCN(C(=O)COC(=O)CNC(=O)c2ccc(OCC)c(OCC)c2)CC1,1
CN(CC(=O)Nc1sccc1C(N)=O)S(=O)(=O)c1ccc(Cl)cc1,7
OC[C@@H]1[C@@H]2c3ccccc3NC[C@@H]2N1CC1CCOCC1,10[25 µM]
CN(C)c1cncc(C(=O)O)c1,2
# (further entries)
SMILES,BL2 CD40 inh
O=C(Nc1nccs1)C1CC(=O)N(c2ccc(F)cc2)C1 (stereo unspecified),1
COc1ccccc1-c1cc(C(=O)N2CCc3ccccc3C2)c2ccccc2n1,18
COc1ccc2c3c(n(C)c2c1)[C@H](CO)N(C(=O)Nc1ccc(F)cc1)CC31CCN(C(=O)c2ccc3c(c2)OCO3)CC1,65*[25 µM]
N#C[C@@H]1[C@@H](c2ccc(C#CC3CCCC3)cc2)[C@H](CO)N1C(=O)Cc1ccccn1,8[25 µM]
O=C(c1ccccc1)N1CCN(c2ncnc3sc4c(c23)CCC4)CC1,36
Cc1ccc(CNC(=O)C2CCC(=O)N2C2CCCCC2)cc1 (stereo unspecified),1
COc1ccc2nc(-c3ccccc3)cc(C(=O)OCC(=O)NC3CC3)c2c1,4
O=C(COc1ccccc1)Nc1cccc(-c2ccc(N3CCOCC3)nn2)c1,-28
CCOC(=O)N(C)C[C@H]1OCc2cnnn2CCCC(=O)N([C@@H](C)CO)C[C@H]1C,3
C[C@H](CO)N1C[C@H](C)[C@@H](CN(C)Cc2ccc(C(=O)Nc3ccccc3N)cc2)OCc2cn(nn2)CCCC1=O,-25[25 µM]
CCc1nnc(NC(=O)c2cccc(C(=O)Nc3nnc(CC)s3)n2)s1,1
CN1C(=O)c2cc(NC(=O)Cc3cccs3)ccc2OC[C@@H]2O[C@H](CC(=O)N[C@H]3CCN(Cc4ccccc4)C3)CC[C@@H]21,-5[25 µM]
COc1ccc(C2Nc3ccccc3C(=O)N2Cc2ccccc2)cc1CN1CCOCC1 (stereo unspecified),3
Cc1c(C(=O)OCC(=O)N2CCCC2=O)oc2ccccc12,-48
Cc1cc(C)n(-c2ncnc3sc4c(c23)CCCC4)n1,7
O=C(Nc1ccc(F)cc1F)c1csc(-c2cccs2)n1,-111
O=C(COC(=O)CNS(=O)(=O)c1ccc(Br)cc1Cl)Nc1ccc(N2CCOCC2)cc1,7
COc1ccc(CN2C[C@@H](O)COC[C@H]3O[C@@H](CC(=O)N(C)C)CC[C@@H]32)cc1,2[25 µM]
Cc1ccc(NC(=C(C#N)C#N)c2ccccc2)cc1,-8
Cc1nn(-c2ccccc2)nc1CNC(=O)C1CC1,-14
COc1ccccc1NC(=O)CN1C(=O)NC2(CCCCCCC2)C1=O,10
Cc1cccc(NC(=O)COc2coc(CN3CCN(c4ccccc4)CC3)cc2=O)c1C,-7
O=C(Nc1ccncc1)C1(c2ccccc2)CCCC1,-5
C[C@H]1CN([C@@H](C)CO)C(=O)CCCn2cc(nn2)CO[C@@H]1CN(C)C(=O)c1ccccc1,1
O=C(COC(=O)Cn1cnc2ccccc21)NCCCc1ccccc1,0

# Sorted by molar mass (largest number first): 15 of the compounds above
SMILES,BL2 CD40 inh
COc1ccc2c3c(n(C)c2c1)[C@H](CO)N(C(=O)Nc1ccc(F)cc1)CC31CCN(C(=O)c2ccc3c(c2)OCO3)CC1,65*[25 µM]
C[C@H](CO)N1C[C@H](C)[C@@H](CN(C)Cc2ccc(C(=O)Nc3ccccc3N)cc2)OCc2cn(nn2)CCCC1=O,-25[25 µM]
Cc1cccc(NC(=O)COc2coc(CN3CCN(c4ccccc4)CC3)cc2=O)c1C,-7
COc1ccc(C2Nc3ccccc3C(=O)N2Cc2ccccc2)cc1CN1CCOCC1 (stereo unspecified),3
N#C[C@@H]1[C@@H](c2ccc(C#CC3CCCC3)cc2)[C@H](CO)N1C(=O)Cc1ccccn1,8[25 µM]
COc1ccccc1-c1cc(C(=O)N2CCc3ccccc3C2)c2ccccc2n1,18
COc1ccc(CN2C[C@@H](O)COC[C@H]3O[C@@H](CC(=O)N(C)C)CC[C@@H]32)cc1,2[25 µM]
O=C(COc1ccccc1)Nc1cccc(-c2ccc(N3CCOCC3)nn2)c1,-28
CCc1nnc(NC(=O)c2cccc(C(=O)Nc3nnc(CC)s3)n2)s1,1
COc1ccc2nc(-c3ccccc3)cc(C(=O)OCC(=O)NC3CC3)c2c1,4
O=C(COC(=O)Cn1cnc2ccccc21)NCCCc1ccccc1,0
O=C(Nc1ccc(F)cc1F)c1csc(-c2cccs2)n1,-111
Cc1ccc(CNC(=O)C2CCC(=O)N2C2CCCCC2)cc1 (stereo unspecified),1
Cc1c(C(=O)OCC(=O)N2CCCC2=O)oc2ccccc12,-48
Cc1cc(C)n(-c2ncnc3sc4c(c23)CCCC4)n1,7

# The list goes on.
SMILES,BL2 CD40 inh
COc1ccc2oc(-c3ccccc3)c(C(=O)N3CCOCC3)c2c1,17
O=C(C[C@@H]1CC[C@@H]2[C@H](COC[C@@H](O)CN2CCC(F)(F)F)O1)NCc1ccc(Oc2ccccc2)cc1,19
O=C(C1CCC(Cn2c(=O)[nH]c3ccccc3c2=O)CC1)N1CCN(c2ccccc2)CC1 (stereo unspecified),6
O=C(NNC(=O)c1ccc2ccccc2c1)c1cccc(Cl)c1,-18
Cc1ccc(N(Cc2ccc(C(=O)NCC3CCCO3)cc2)S(C)(=O)=O)cc1C (stereo unspecified),6
CO[C@@H]1CN(C)C(=O)c2cc(NC(C)=O)ccc2OC[C@@H](C)N(S(C)(=O)=O)C[C@@H]1C,-9[25 µM]
Cc1ccc(NC(=O)Cc2csc(-c3ccccc3)n2)cc1F,-8
COc1ccc(C(CNC(=O)c2ccc(NS(=O)(=O)c3ccc(F)c(C)c3)cc2)N2CCCC2)cc1 (stereo unspecified),-5
O=C(N/N=C1\C/C(=N\NC(=O)c2ccncc2)c2ccccc21)c1ccncc1,8
O=C(C1CCN(Cc2ccccc2)CC1)N1CCN(C/C=C/c2ccccc2)CC1,24
CCN1CCN(C(=O)c2ccc3c(c2)c(C)c(C)n3Cc2ccccc2)CC1,-9
Nc1c(C(=O)C2CC2)sc2nc(-c3ccccc3)cc(C(F)(F)F)c12,1
COc1ccc(S(=O)(=O)N2CCCC(C(=O)NCc3cccnc3)C2)cc1OC (stereo unspecified),9
COc1cc2ccccc2cc1C(=O)N1CCOCC1,1
COc1ccc(C(C)n2c(C)c3c(C)nnc(C)c3c2C)cc1 (stereo unspecified),4
O=C(C=Cc1ccc(Cl)s1)c1ccc(Cl)s1,-22
N#C[C@@H]1[C@@H](c2ccc(C#CC3CCCC3)cc2)[C@H](CO)N1C(=O)c1cccc(F)c1,-5
N=c1oc2ccc3ccccc3c2cc1-c1nnc2n1CCCCC2,3
Cc1ccc(CC23CN4CCN(CC(C4)C2O)C3)c(C)c1 (stereo unspecified),-1
C[C@@H]1C(NC(=O)c2ccccc2)CC2CC1C2(C)C (stereo partly specified),-5
CN(CC1COc2ccccc2O1)C(=O)c1ccc(Cl)c(S(=O)(=O)N2CCCCCC2)c1 (stereo unspecified),9
N#Cc1c(-c2ccccc2)nc(-c2ccccc2)nc1N1CCOCC1,13
Cc1[nH]c2ccccc2c1/C=N\NC(=O)c1ccco1,-12
O=C(NCCC(=O)N(CCc1ccccc1)Cc1ccccc1)c1ccccc1Cl,-2
O=C(CSc1ccc(S(=O)(=O)N2CCCCC2)cn1)Nc1ccccc1Br,-31
# The listing continues:
SMILES,BL2 CD40 inh
COc1cccc(-c2ccc3c(c2)O[C@@H](CN(C)C(=O)C2CCCCC2)[C@@H](C)CN([C@@H](C)CO)S3(=O)=O)c1,24[25 µM]
CO[C@H]1CN(C)C(=O)c2cc(NC(=O)c3ccc4c(c3)OCO4)ccc2OC[C@@H](C)N(CCC(F)(F)F)C[C@@H]1C,7[25 µM]
O=C(N1CCOCC1)N1CCN(c2ccccn2)CC1,2
O=C(CCNS(=O)(=O)c1ccccc1C(F)(F)F)N1CCN(c2ccccc2O)CC1,-5
O=C(Nc1ccccc1N1CCCCC1)c1ccc(Cl)c([N+](=O)[O-])c1,5
CCC(C#CCN1CCOCC1)(CC)OCCC#N,2
Cc1ccc(S(=O)(=O)Nc2ccc3c(c2)C(=O)N(C)[C@H]2CC[C@@H](CC(=O)NCCc4ccncc4)O[C@@H]2CO3)cc1,-12[25 µM]
Cc1ccc(Cl)cc1-c1cc(C(=O)NCC2CCCCC2)[nH]n1,-8
CCOc1ccccc1NC(=O)COC(=O)c1ccc2ccccc2n1,5
Cc1cccc(-c2nc(=S)c3c(n2Cc2ccco2)CCCC3)c1,31
C[C@@H]1CN([C@H](C)CO)C(=O)c2ccccc2-c2ccccc2CO[C@@H]1CN(C)Cc1cccc(C(F)(F)F)c1,9[25 µM]
c1cc(-c2noc(CCC3CCCC3)n2)ccn1,-32
CC(C)(C)NC(=O)CCc1ncc(C(F)(F)F)cc1Cl,14
O=C(Nc1cccc(Cl)c1)N1C[C@@H]2[C@H](c3ccccc31)[C@@H](CO)N2CC1CCOCC1,2[25 µM]
CCCCC(CC)C(=O)Nc1ccc(C)c(O)c1 (stereo unspecified),11
COc1ccc(C#Cc2ccc([C@H]3[C@@H](CO)N4CCCCN(C(=O)Nc5ccccc5F)C[C@H]34)cc2)cc1,11
O=C(Nc1cc(Cl)ccc1-n1cncn1)c1cncc(Br)c1,0
Cc1cnc(NC(=O)c2c(-c3ccccc3)noc2C)s1,-1
COc1ccc(Cc2nnc(SCC(=O)Nc3cc(Cl)ccc3C)[nH]c2=O)cc1,7
COc1ccc(C(=O)c2ccc(-c3ccc(OC)cc3)nc2)cc1,5
Cc1sc2nc(C(C)C)oc(=O)c2c1C,1
C[C@H]1CN([C@@H](C)CO)C(=O)c2cccc(N(C)C)c2O[C@@H]1CN(C)C(=O)Nc1ccc(F)cc1,-5[25 µM]
OC1(c2ccc(Cl)cc2)CCN(Cc2c[nH]c3ccccc23)CC1,13
O=C1CCCN1C(=O)COc1ccccc1[N+](=O)[O-],-2
COCc1cc(C)nc2sc3c(=O)n(Cc4ccco4)nnc3c12,4
# Carrying on:
SMILES,BL2 CD40 inh
CC1(C)Cc2c(c(N3CCOCC3)nc3sc4c(=O)[nH]cnc4c23)CS1,-24
O=C(COC(=O)COc1ccccc1)Nc1ccc(S(=O)(=O)N2CCOCC2)cc1,-2
O=S(=O)(c1ccccc1)c1nc(-c2ccccc2)oc1NCc1cccnc1,-4
O=C(COc1coc(CN2CCc3ccccc3C2)cc1=O)Nc1cccc(Cl)c1,7
N#C[C@H]1[C@@H](c2ccc(C3=CCCC3)cc2)[C@@H](CO)N1C(=O)Nc1ccccc1F,0
COc1ccccc1NS(=O)(=O)c1cccc(NS(=O)(=O)c2ccc(Cl)c(C(=O)O)c2)c1,2
Cc1cc(C)cc(CC2CC(=O)N(c3ccc4c(c3)OCCO4)C2=O)c1 (stereo unspecified),24
COc1ccccc1OCc1cc(C(=O)NCc2ccc(N3CCCC3=O)cc2)no1,-36
CC1CC(C)CN(C2CCN(Cc3cccnc3)CC2)C1 (stereo unspecified),10
CN1C[C@H]2[C@@H](c3ccccc31)[C@@H](CO)N2S(=O)(=O)c1ccccc1,-19[25 µM]
Cc1cc2ncc(C(=O)N=CN(C)C)cn2n1,-9
COc1ccc(S(=O)(=O)N(C)C[C@H]2OCc3cn(nn3)CCCC(=O)N([C@@H](C)CO)C[C@@H]2C)cc1,-5[25 µM]
CO[C@@H]1CN(C)C(=O)c2cc(NC(=O)C3CC3)ccc2OC[C@H](C)N(C(=O)C2CCOCC2)C[C@H]1C,-3
Cc1cccc(C(=O)Nc2cc(Cl)ccc2-n2cncn2)c1[N+](=O)[O-],2
C[C@@H]1CN([C@@H](C)CO)C(=O)c2cc(NC(=O)Nc3ccc(C(F)(F)F)cc3)ccc2O[C@@H](C)CCCCO[C@@H]1CN(C)S(=O)(=O)c1ccc(Cl)cc1,0[25 µM]
COc1cc2nc(CCc3ccccc3)oc(=O)c2cc1OC,-5
CCS(=O)(=O)Nc1ccc2c(c1)C(=O)N(C)[C@H]1CC[C@@H](CC(=O)NCc3ccc(OC)cc3)O[C@@H]1CO2,-12[25 µM]
CC(=O)Nc1ccc(NC(=O)c2ccc(CN3CCc4ccccc4C3)cc2)cc1,5
COC(=O)Nc1ccc(S(=O)(=O)N2CCC(C(=O)N3CCCC(C)C3)CC2)cc1 (stereo unspecified),3
N[C@@H](Cc1ccccc1)C(=O)N1CCC(C(=O)NCC(=O)Nc2ccc(F)cc2)CC1,-1
